Pemphigus Ab inh: inhibitors of pemphigus antibody binding to human desmoglein-3 | P32926 | DSG3-coupled beads, scFv-anti-DSG3-GFP binding, flow cytometry; hits give low values | binding (percent of control), % at 10 µM | 0.48% of 310,000 active | AID 588358;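 active means binding more than 3 SD below its plate's average and above zero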;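 further: hits lower antibody fragment binding to DSG3; some compounds called inactive have numbers as strong as hits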
Target sequence (P32926 whole entry, looked up, the tested form may be a part): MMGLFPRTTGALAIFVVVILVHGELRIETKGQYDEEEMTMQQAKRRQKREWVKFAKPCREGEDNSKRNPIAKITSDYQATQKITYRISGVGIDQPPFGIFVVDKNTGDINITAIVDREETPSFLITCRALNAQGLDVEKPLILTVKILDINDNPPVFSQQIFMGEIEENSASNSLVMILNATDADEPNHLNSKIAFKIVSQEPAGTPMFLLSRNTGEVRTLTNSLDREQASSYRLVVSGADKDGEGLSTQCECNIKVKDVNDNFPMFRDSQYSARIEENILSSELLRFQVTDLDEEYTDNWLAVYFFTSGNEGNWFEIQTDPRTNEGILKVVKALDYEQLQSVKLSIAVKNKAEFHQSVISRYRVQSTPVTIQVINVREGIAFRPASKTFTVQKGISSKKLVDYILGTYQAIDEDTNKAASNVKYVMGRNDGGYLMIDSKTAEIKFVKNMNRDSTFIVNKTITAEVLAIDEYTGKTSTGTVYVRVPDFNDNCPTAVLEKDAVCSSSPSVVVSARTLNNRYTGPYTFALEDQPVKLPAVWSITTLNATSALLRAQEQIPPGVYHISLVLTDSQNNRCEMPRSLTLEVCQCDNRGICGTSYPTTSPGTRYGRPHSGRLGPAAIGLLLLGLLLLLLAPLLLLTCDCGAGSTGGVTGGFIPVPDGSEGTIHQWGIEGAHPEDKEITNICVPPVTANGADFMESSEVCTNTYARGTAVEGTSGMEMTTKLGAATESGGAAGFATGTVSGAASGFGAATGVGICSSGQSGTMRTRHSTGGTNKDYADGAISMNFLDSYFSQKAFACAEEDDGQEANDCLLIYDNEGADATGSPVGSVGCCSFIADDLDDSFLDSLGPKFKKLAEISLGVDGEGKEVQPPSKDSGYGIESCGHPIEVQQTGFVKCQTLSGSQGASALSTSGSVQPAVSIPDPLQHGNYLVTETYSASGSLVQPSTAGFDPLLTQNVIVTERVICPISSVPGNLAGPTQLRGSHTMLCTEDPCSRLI
E coli growth: reduces bacterial viability in AddAB counter-screen | E. coli V3065 growth, OD600 absorbance, 18 h | inhibition, % at 11.9 µM | 0.27% of 330,000 active | AID 449728;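 active means inhibition above the campaign's mean inhibition across all tested compounds plus 3 SD, cut at about 9.9% in these data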;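 further: uninfected addAB+ strain grown without phage in ampicillin broth; 0% = DMSO wells and 100% = ciprofloxacin 0.95 µg/ml wells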
PfHsp90 yeast 2: inhibits growth of yeast expressing Plasmodium falciparum Hsp90; AID 504621; inhibition, % at 9.4 µM; 0.32% of 310,000 active; S. cerevisiae expressing PfHsp90, BacTiter-Glo ATP, 48 h; yeast lacking PDR1 and PDR3 efflux regulators;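 active means every replicate shows inhibition above about 80%, whatever the replicate mean, limit read from the data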;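 further: 0% = DMSO neutral controls and 100% = 20 µM radicicol positive controls; yeast relying on Plasmodium falciparum Hsp90 in place of its own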
OPRM1-OPRD1 inv: mu-delta opioid heterodimer inverse agonism. cell-based MOR-DOR heterodimer luminescence. inhibition, % at 9.3 µM. 0.21% of 340,000 active. P35372+P41143. AID 504357; in the data active means inhibition above about 22%, passing the limit was not always enough;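 further: 0% = cells with DMSO and 100% = wells without cells with DMSO; values of inactives mirror those of a sister screen read the other way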
MOR-DOR ag: agonists of human mu-delta opioid receptor heterodimerization | activation, % at 9.3 µM | cells, OPRM1-OPRD1 heterodimerization, luminescence | AID 504326 | P35372+P41143 | 0.3% of 340,000 active; in the data active means activation above about 18%;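 further: 0% = vehicle-treated cells and 100% = reference agonist; values of inactives mirror those of a sister screen read the other way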
Tat export inh: inhibitors of E. coli Tat protein transport. E. coli MC4100 TorA-mCherry Tat export, fluorescence. inhibition, % at 10 µM. 0.036% of 340,000 active;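 active means mean replicate inhibition at least 50% and at least half of replicates individually reaching 50%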;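 further: exported cargo escapes ClpAP degradation while cytoplasmic cargo is degraded and loses fluorescence; 0% = median of neutral control wells and 100% = median of NaSCN control wells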
PKA-R1A act: PKA-R1A complex activation | P00514+P68181 | PKA-R1A dissociation, Cy5-IP20 fluorescence polarization; scaled: DMSO 0%, 113 µM cGMP 100% | activation, % at 11.4 µM | 0.083% of 340,000 active | AID 504707;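 active means percent activation above the mean of all tested compounds plus 3 SD, cut at about 19% in these data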;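 further: higher means more PKAc released from R1A so a rise in polarization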
phage Ecoli inh: E. coli growth loss with phage present | 0.26% of 360,000 active | growth absorbance | inhibition, % at 11.9 µM; in the data active means inhibition above about 11%
AddAB inh: less growth of phage-infected E. coli with AddAB | E. coli expressing H. pylori AddAB, absorbance growth | inhibition, % at 11.9 µM | 0.29% of 330,000 active; in the data active means inhibition above about 12%;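 further: 0% = vehicle wells of infected cells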
SUMO Mot1 rescue: SUMOylation pathway inhibition by Mot1-301 growth rescue; S. cerevisiae Mot1-301 growth rescue, ATP luminescence, 38.5C; percent above DMSO median, 100 means doubled; growth rescue, % at 18.8 µM; 1% of 320,000 active; AID 2716;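 active means every valid replicate shows activation above 250% relative to neutral control wells; inactive means the rest, any valid replicate at or below 250%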;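 further: OY570 slx delta 5 strain wells were the positive control but not used for scaling; some compounds called inactive have numbers as strong as hits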
Arr AP2 block: inhibitors of human beta-arrestin and AP2 interaction; FITC-arrestin peptide / GST-AP2 beads, flow cytometry; AP2 beta2 appendage carries R879A mutation; inhibition, % at 10 µM; 0.31% of 340,000 active;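 active means inhibition above a set limit, near 3 SD of compounds lacking own fluorescence, cut at about 54% in these data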;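 further: plate controls were DMSO wells for no effect and 5 µM unlabelled arrestin peptide for full effect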
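Assay system: GST-AP2 R879A bound to glutathione beads, E. coli-expressed; Medium: PBS with 0.05% Tween 20 and 0.1% BSA; Also added: fluorescein-tagged arrestin peptide at 50 nM final; Timing: 12 min plus 1 h, RT; Measured by: flow cytometry, FL1 (488/535 nm); Evaluation: percent drop in bead-associated FITC signal.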
* hit, by the source's call; nt = no result given; & = joins results of further samples.

SMILES	Pemphigus Ab inh	E coli growth	PfHsp90 yeast 2	OPRM1-OPRD1 inv	MOR-DOR ag	Tat export inh	PKA-R1A act	phage Ecoli inh	AddAB inh	SUMO Mot1 rescue	Arr AP2 block
CCC(C)Nc1nc(N)c([N+](=O)[O-])c(NC2CCCCC2)n1 (stereo not drawn)	96	1.0	-43	-34	6.5	-6	0	1.9	-0.2	-17	-4
Cc1oc(-c2ccc(Cl)cc2)nc1CN1CCC(C(=O)NCc2cccs2)CC1	105	-0.6	59	-4	0.8	-8	-10	2.5	-0.8	-13	3
Cc1ccc(C(=O)Nc2ccc(Cl)cc2C)c(Cl)c1	101	-0.2	17	9	-1.8	-7	0	-1.4	1.2	36	11
Nc1nnc(SCC(=O)Nc2ccc3nc(SCC(=O)Nc4ccccc4)sc3c2)s1	97	-1.9	-3	-15	2.7	-3	3	3.1	1.9	9	47
C/C(=N\NC(=O)C1(C)CC1(Br)Br)c1cccc(NC(=O)C2CCC2)c1 (stereo not drawn)	90	-0.6	-15	0	0.0	15	-19	2.9	1.5	-2	-3
COc1ccc(-n2nnnc2SCC(=O)N2CCCC2)cc1OC	79	-1.1	-12	6	-1.1	-7	5	0.5	0.3	-11	5
COc1ccc(C)cc1NC(=O)CN(c1ccc(F)cc1)S(C)(=O)=O	113	-0.5	-10	8	-1.4	-8	3	3.1	2.5	3	2
COc1cccc(OC)c1C(=O)Nc1c(C(=O)N2CCN(C)CC2)oc2ccccc12	104	-1.8	9	16	-3.1	-10	1	-0.2	0.8	-4	5
COc1ccc(CN2CCNC(=O)C2CC(=O)NC2CCOCC2)c(F)c1 (stereo not drawn)	102	nt	20	17	-3.0	5	0	3.7	nt	23	-12
c1ccc(-c2nnc(C3CC(c4ccncc4)=NO3)o2)cc1 (stereo not drawn)	102	-3.1	14	5	-0.9	1	1	4.3	1.2	-4	7
Cc1ccc(NS(=O)(=O)c2ccc(C(=O)NCCCN3CCCC3=O)cc2)cc1C	98	1.3	32	-2	0.3	4	-10	3.2	-1.2	11	5
CCCCCCCCSc1nnc(-c2ccc(OC)cc2)o1	nt	1.5	-4	14	-3.4	0	2	-0.1	3.5	12	22
O=C(NCCN1CCOCC1)c1cc(S(=O)(=O)Nc2ccccc2F)c(Cl)cc1Cl	96	2.0	1	2	-0.3	6	-3	2.0	0.7	0	35
O=C(CN(c1ccc(F)cc1)S(=O)(=O)c1ccccc1)N1CCOCC1	103	3.1	-25	23	-4.5	-5	-4	0.0	-0.4	-7	30
O=C(N/N=C/c1ccc[nH]1)c1ccc(O)cc1	104	3.1	-18	-3	0.5	-5	-4	3.7	3.4	0	15

Brought forward from above: two entries; new compounds follow.
SMILES	Pemphigus Ab inh	E coli growth	PfHsp90 yeast 2	OPRM1-OPRD1 inv	MOR-DOR ag	Tat export inh	PKA-R1A act	phage Ecoli inh	AddAB inh	SUMO Mot1 rescue	Arr AP2 block
O=C(CN(c1ccc(F)cc1)S(=O)(=O)c1ccccc1)N1CCOCC1	103	3.1	-25	23	-4.5	-5	-4	0.0	-0.4	-7	30
O=C(N/N=C/c1ccc[nH]1)c1ccc(O)cc1	104	3.1	-18	-3	0.5	-5	-4	3.7	3.4	0	15
CN(Cc1ccccc1)C(=O)CCNC(=O)Cn1cnc2ccccc2c1=O	106	1.8	9	2	-0.3	2	2	1.9	4.7	-16	0
CCCCOc1ccc(C(O)(CCN2CCOCC2)c2ccccc2)cc1 (stereo not drawn)	101	-0.5	-29	2	-0.4	10	-7	-0.9	0.0	128	11
COc1cc(/C=N/NC2=NC(C)(C)Cc3ccccc32)cc(OC)c1OC	103	-0.4	3	10	-1.9	1	-2	4.0	0.7	-9	17
Cc1ccc(OCC(O)Cn2c(=N)n(CCN3CCOCC3)c3ccccc32)cc1 (stereo not drawn)	101	-0.1	-10	nt	nt	19	-12	1.7	1.1	nt	3
COc1ccc(CN=C(N)N=C(N)N)cc1Cl	103	3.4	20	-5	1.0	-7	4	4.4	1.9	15	1
OC(CC(O)c1ccccc1)c1ccccc1 (stereo not drawn)	102	nt	-7	11	-2.2	-5	5	1.2	nt	nt	-1
CCN(CC)C(=O)CSC(=Nc1ccccc1F)NC#N	nt	0.4	-3	11	-2.6	-4	-3	2.1	4.6	-22	10
C=CCn1c(/N=C/c2ccc3c(c2)OCO3)nc2ccccc21	90	2.4	3	-13	2.3	-8	0	1.2	2.6	-5	-2
O=C(CC1SC(N2CCCCC2)=NC1=O)Nc1ccc(C(=O)NCc2ccccc2)cc1 (stereo not drawn)	113	-2.2	11	18	-3.6	5	2	3.0	-0.9	6	6
COc1ccccc1/C=C/C=N/NC(=O)Cc1cccn1C	120	0.2	-39	4	-0.7	4	-8	5.5	1.4	6	2
O=C(Cn1cc(C(F)(F)F)cc(Cl)c1=O)Nc1cccc(S(=O)(=O)N2CCCCC2)c1	101	0.3	nt	0	0.1	-5	-7	-0.1	0.6	-8	18
O=C(Nc1nncs1)c1ccc(F)c(S(=O)(=O)N2CCCCC2)c1	101	nt	4	25	-4.7	0	-7	4.2	nt	nt	-7
COCCn1nnnc1C(c1cccs1)N1CCCC(C)C1 (stereo not drawn)	nt	0.3	-24	13	-2.7	2	-7	0.5	2.8	150	14
O=c1c(Cl)c(NCc2ccccc2Cl)cnn1C12CC3CC(CC(C3)C1)C2	nt	2.2	16	-16	2.9	11	19*	0.7	2.0	-25	9
C=C1CCC2[C@](C)(CO[C@@H]3O[C@H](CO)[C@@H](O)[C@H](O)[C@H]3O)CCC[C@@]2(C)[C@@H]1CCC1=CCOC1=O (stereo partly drawn)	96	-0.5	-14	12	-2.1	-6	-6	2.0	3.2	390	4
CCN(CC(=O)NCc1ccc(Cl)cc1)C(=O)c1ccc2cc(OC)ccc2c1	nt	-0.2	-75	-16	2.5	-3	-1	4.4	2.7	-8	-3
CCN(CC)S(=O)(=O)c1cccc(NC(=O)COC(=O)CCC(=O)c2ccc(F)cc2)c1	103	-2.3	-4	4	-0.8	11	5	2.3	0.5	-23	2
O=C(NCC(c1cccnc1)N1CCOCC1)NC1CCCCC1 (stereo not drawn)	96	-1.6	-1	15	-3.1	-1	-1	3.7	2.1	-19	17
CC(=O)/C=C(\C)NCCNc1c(F)c(F)c(CO)c(F)c1F	114	0.0	-5	-2	0.3	1	5	3.1	1.6	18	4
CCn1c(SCc2nc3ccccc3[nH]2)nnc1-c1ccc(OC)cc1	105	1.8	-4	-7	1.3	-3	-1	3.2	0.5	15	-11
CCC/C(=N\NC(=O)Cc1csc(N2CCOCC2)n1)c1ccccc1	102	2.0	15	13	-1.8	-10	-7	3.2	1.4	-2	-11
O=S(=O)(NC1CCN(Cc2ccccc2)CC1)c1ccc2ccccc2c1	100	2.4	-46	-14	2.7	-1	5	4.2	1.5	322*	-1
COc1ccc(NC(=O)CCCn2nc(C)c3c(C)n(-c4ccccc4)nc3c2=O)cc1OC	97	-2.1	2	8	-1.5	-16	6	4.1	3.9	-9	-6
COc1ccc(NC(=O)C(=O)N/N=C/c2cccnc2)c(OC)c1	82	-1.9	14	14	-2.4	3	-2	0.6	2.0	-2	33
Cc1ccc(S(=O)(=O)/N=C2\C=C(Nc3cccc(C(=O)O)c3)C(=O)c3ccccc32)cc1	107	1.3	23	-100	18	-7	-7	2.2	6.2	-29	19
CC(C)CN(CC(C)C)C(=O)CCCC(=O)N(CC(C)C)CC(C)C	100	0.0	-9	4	-0.7	6	-1	3.1	3.5	60	-5
COc1ccc2ccn(C)c2c1	99	2.0	26	6	-1.1	6	-14	1.8	3.2	-3	8
COc1cccc(-c2sc3cc(OC)c(OC)cc3c2-c2ccc(OCCN3CCCCC3)cc2)c1	113	-2.9	10	-13	2.8	32	-6	nt	-1.9	nt	2
Fc1ccc(NC(=S)NC2CCCCC2)c(F)c1F	109	-0.9	nt	1	-0.2	1	0	2.0	1.9	19	6
CSc1ccc(C(=O)C2CCCN(Cc3cccc4nccnc34)C2)cc1 (stereo not drawn)	103	-0.4	22	-14	2.6	9	0	3.6	-0.9	5	-2
C=CCn1c(SCC(=O)NC2CC2)nc2ccccc2c1=O	nt	2.9	1	11	-2.7	-3	-5	1.7	1.4	8	-2
CSc1nc(N)nc(SCC(=O)CC(=O)OC(C)C)c1C#N	119	-1.2	nt	6	-1.3	-1	-8	5.9	-0.2	7	-4
CCN1CN(CCc2ccccc2)CNC1=S	96	0.6	21	10	-1.7	1	13	1.2	-0.7	-5	1
CC(C)N(C(=O)CN1C(=O)NC2(CCCCCC2)C1=O)C(C)C	94	-2.5	-21	7	-1.3	3	-3	-1.2	4.8	-2	7
CC(=O)Nc1ccc(NC(=O)c2cc(S(=O)(=O)N3CCCCC3)ccc2C)cc1	109	0.7	-16	10	-2.5	3	10	-0.8	2.5	nt	0
Cc1noc(C)c1S(=O)(=O)N(C)C[C@H]1Oc2c(NC(=O)C3CCCCC3)cccc2C(=O)N([C@H](C)CO)C[C@@H]1C	105	0.2	6	5	-1.0	7	5	-0.8	1.7	-1	6
N#CCC(=O)NNc1c([N+](=O)[O-])cc(C(F)(F)F)cc1[N+](=O)[O-]	100	-0.1	7	nt	nt	6	nt	-1.9	1.1	-22	1
CN(CC(=O)Nc1cccc(F)c1)C(=O)CC1CC2CCC1C2 (stereo not drawn)	nt	-1.3	14	3	-0.6	-18	12	1.0	2.4	-6	-17
NC(=O)c1cc(S(=O)(=O)N2CCN(c3ccc([N+](=O)[O-])cc3)CC2)cs1	102	-0.9	16	16	-3.0	2	-1	3.2	2.7	14	-3
CSC(=NC1CCCCC1)NS(=O)(=O)c1ccccc1	92&104	2.4	-25&3	1&11	-0.3&-1.9	6&-4	0&2	3.0&2.1	3.5	-2	16&31
O=C(CN(Cc1ccco1)C(=O)c1ccc(N2CCCC2=O)cc1)Nc1ccccc1C(F)(F)F	102	-1.0	nt	6	-1.0	-8	10	2.9	-1.2	-7	2
COc1ccc(OC)c(NC(=O)c2cc3c(Cl)nc4ccccc4c3s2)c1	95	-0.8	-10	2	-0.4	3	-1	3.9	1.0	-3	104*
COCCNC(=O)Cn1cc(C(=O)c2cccs2)c2ccccc21	93	0.8	0	2	-0.3	7	-1	2.2	1.5	-8	12
O=C(NCCc1ccccc1)C1CCCN(c2nc3ccccc3s2)C1 (stereo not drawn)	98	-3.6	2	10	-1.8	-1	-14	1.5	0.8	1	10
Cc1ccc(S(=O)(=O)N[C@@H](CC(C)C)C(=O)NCc2ccco2)cc1	97	-3.2	2	7	-1.3	10	-2	5.3	-2.5	-8	2

Outcome played no part in choosing rows (roughly 2.8% active in at least one column).
